# AMA1-RON2 inh: disrupts binding of P. falciparum AMA1 to RON2. AlphaScreen AMA1-biotinylated RON2 peptide binding. Potency, µM (doses to about 58.2 µM), without a hit: top-dose activity change, negative = inhibition, most hits filed as inhibitors. hit rate 0.2% among 360,000. AID 720542;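 note: potency is the fitted concentration of half-maximal effect; 0% = vehicle wells and -100% = peptide control; nearly all actives have a fitted effect of over 45% in size; some results filed as inactive show a strong effect at the top dose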
#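 AMA1 (3D7) with his tag at 25 nM final met compounds first, then biotinylated RON2 peptide at 25 nM; detection used donor plus acceptor beads, 10 µg/mL apiece, read by AlphaScreen after 30 min at room temperature.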
# TbPYK inhibitor: inhibitors of Trypanosoma brucei pyruvate kinase; Q57TT1; TbPYK enzyme, Kinase-Glo Plus ATP luminescence, 45 min; Potency, µM (doses to about 76.8 µM), inactives show top-dose activity, negative = inhibition, actives largely listed as inhibitors; hit rate 0.12% among 410,000; AID 624173; note: potency is the fitted concentration of half-maximal effect; nearly all actives have a fitted effect of over 50% in size
#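 Glycolytic pyruvate kinase of T. brucei was incubated with substrate, test compound and 130 uM ADP for 45 minutes at room temperature. Luminescent Kinase-Glo Plus signal was measured after 10 minutes.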
# HCMV antiviral: blocks human cytomegalovirus replication. hit rate 4.5% among 410,000. HFF cells, HCMV-luciferase reporter, 72 h; stronger effect = lower value. AID 1259415. activity change, negative = inhibition, % at 57.5 µM; in the data active = activity change below about -60%; inconclusive = no clear call, values can overlap the other calls; inactive = above about -39%
#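 Luciferase read-out from HCMV-luciferase-infected HFFs (MOI 1 PFU/cell) 72 h post infection at 37C; compounds added after 16 h cell attachment; activity normalized between buffer-only basal and Salinomycin (10uM) inhibitor controls.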
# HCV inhibitor: HCV inhibition; AID 651820; Huh7.5.1 HCVcc-Cre infection, luciferase reporter, 44 h; Potency, µM (highest dose often 41.8 µM), for the others: at the top dose activity change, negative = inhibition, hits mostly inhibitors; hit rate 3.4% among 340,000; note: potency is the fitted concentration of half-maximal effect
#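 HCVcc-Cre virus at an moi near 0.5 was added right after compound to cells cultured 4 h from seeding (1,000 cells/well). Luciferase activity was determined 44 h later, 15 min after substrate addition at RT.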
# LmPK inh: inhibitors of Leishmania mexicana pyruvate kinase. Q27686. purified LmPK, Kinase-Glo ATP luminescence, 1 h. Potency, µM (titrated, usually from 57.5 µM), for the others: at the highest dose activity change, negative = inhibition, actives largely listed as inhibitors. hit rate 0.37% among 290,000. AID 1721; note: potency is the fitted concentration of half-maximal effect
# Target sequence (Q27686 whole entry, looked up): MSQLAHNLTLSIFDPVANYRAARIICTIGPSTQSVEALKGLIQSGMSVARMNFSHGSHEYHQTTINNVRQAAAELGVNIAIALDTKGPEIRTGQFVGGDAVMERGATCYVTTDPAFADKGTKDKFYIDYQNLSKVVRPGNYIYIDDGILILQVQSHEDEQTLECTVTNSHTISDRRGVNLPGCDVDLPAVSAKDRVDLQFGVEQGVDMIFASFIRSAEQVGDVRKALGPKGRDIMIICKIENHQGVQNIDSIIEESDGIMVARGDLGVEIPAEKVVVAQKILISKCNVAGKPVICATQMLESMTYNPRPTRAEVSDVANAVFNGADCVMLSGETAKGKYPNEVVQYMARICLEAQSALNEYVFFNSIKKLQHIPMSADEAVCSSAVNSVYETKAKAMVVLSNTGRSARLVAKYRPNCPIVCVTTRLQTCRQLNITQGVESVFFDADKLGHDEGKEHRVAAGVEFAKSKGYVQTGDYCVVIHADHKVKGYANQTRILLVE
#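 Purified LmPK (0.1 nM) with 0.5 mM PEP and 0.1 mM ADP in imidazole buffer pH 7.2 with MgCl2/KCl, 1 h at room temperature. ATP formed was read by luciferase luminescence and normalized to no-enzyme and uninhibited controls.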
# AmpC inh no detg: inhibitors of E. coli AmpC beta-lactamase without detergent; Potency, µM (top dose mostly 57.1 µM), without a hit: at the top dose activity change, negative = inhibition, hits mostly inhibitors; P00811; hit rate 0.52% among 330,000; AmpC nitrocefin hydrolysis, absorbance 480 nm, 0.0001% Triton;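 note: potency is the fitted concentration of half-maximal effect; plate controls were no compound for no effect and no enzyme for full effect; nearly all actives have a fitted effect of over 20% in size; some results filed as inactive show a strong effect at the top dose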
# Target sequence (P00811 whole entry, looked up): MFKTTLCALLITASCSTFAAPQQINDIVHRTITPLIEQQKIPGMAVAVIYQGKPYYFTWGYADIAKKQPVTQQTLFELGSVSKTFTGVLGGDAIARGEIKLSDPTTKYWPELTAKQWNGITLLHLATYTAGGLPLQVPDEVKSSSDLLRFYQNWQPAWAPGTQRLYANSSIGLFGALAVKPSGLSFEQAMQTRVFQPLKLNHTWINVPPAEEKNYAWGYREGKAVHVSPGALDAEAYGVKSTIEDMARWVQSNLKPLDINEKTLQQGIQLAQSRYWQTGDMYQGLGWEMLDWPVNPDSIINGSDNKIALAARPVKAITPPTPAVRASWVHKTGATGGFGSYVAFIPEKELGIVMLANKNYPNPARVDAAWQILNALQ
#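 AmpC (5.3 nM in the dispensed reagent) in 20 mM phosphate pH 7.0 with 0.01% (detergent screen) or 0.0001% Triton X-100 was preincubated with compounds for 15 min at room temperature. Nitrocefin was then added from an 800 uM solution, and hydrolysis was followed at 480 nm.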
# AmpC inh detg: AmpC beta-lactamase inhibition with detergent present | Potency, µM (doses to about 114 µM), for the others: at the top dose activity change, negative = inhibition, most hits filed as inhibitors | AmpC hydrolysis of nitrocefin, absorbance 480 nm, 0.01% Triton | hit rate 0.041% among 370,000;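 note: potency is the fitted concentration of half-maximal effect; 0% = no-compound wells and -100% = no-enzyme wells; nearly all actives have a fitted effect of over 25% in size; some results filed as inactive show a strong effect at the top dose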
#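 20 mM phosphate pH 7.0 + 0.01% (detergent screen) or 0.0001% Triton X-100; 5.3 nM AmpC reagent; cpd preinc 15 min RT; nitrocefin (800 uM stock) to start; A480 q20 s × 4 min; Activity was normalised to no-enzyme and no-compound control wells.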
# Starred values were filed as active, the others as inactive; ? = inconclusive; . = not tested or not shown; & = joins results of further samples; [ ] = another dose, or the depositor's remark. Unless noted, calls come from the whole dose curve; as a rule, active = well fitted curve in the direction sought with a large enough effect; inconclusive = small, poorly fitted or top-dose-only effect, or another doubt; inactive = no such curve, though single readings can be large; an effect the other way counts as inactive or inconclusive. Unless noted, % is set by controls: 0 for no effect and ±100 for the full control effect.
SMILES,AMA1-RON2 inh,TbPYK inhibitor,HCMV antiviral,HCV inhibitor,LmPK inh,AmpC inh no detg,AmpC inh detg
Cc1cc(C)cc(-n2c(SCC(=O)N3CCOCC3)nc3c([nH]c4ccccc43)c2=O)c1,.,9%,15,.,.,.,8%
CC(=O)Nc1ccc(S(=O)(=O)n2cnc3cc(C)c(C)cc32)cc1,-2%,5%,20,?,6%,-14%,6%
Cc1cccc(C(=O)NCCCN(C)CCCNC(=O)c2cccc(C)c2)c1,3%,2%,20,-16%,-3%,3%,-11%
CCCCCCCCCCOC(=O)NC1CCS(=O)(=O)C1 (stereo not drawn),-1%,2%,?,17%,0%,64%[activator],1%
CCOc1ccc(NC(=O)CC2C(=O)N(CC)C(=S)N2CCN2CCOCC2)cc1 (stereo not drawn),-1%,5%,26,4%,-1%,99%[activator],-11%
CC(C)NCC(O)COC1CCC(C(C)(C)C)CC1 (stereo not drawn),6%,-25%,?,?,0%,35%,-7%
O=C(NCc1ccc2c(c1)OCO2)c1c(O)c2cccc3c2n(c1=O)CCC3,5%,1%,1,-20%,7%,-28%,-14%
OC(c1ccccc1)c1nc2ccccc2[nH]1 (stereo not drawn),-9%,0%,-2,-1%,4%,-7%,1%
COc1ccc(C(=O)Nc2ccc3oc(Cc4ccc(Cl)cc4)nc3c2)cc1OC,-10%,2%,-23,11µM*,9%,82%[activator],?
N#Cc1nc(COc2ccc(-c3ccccc3)cc2)oc1NCCCN1CCOCC1,-14%,-5%,-20,?,4%,190%[activator],-10%
CCCCn1nnc(NC(=O)C(c2ccccc2)c2ccccc2)n1,0%,1%,19,0%,0%,-33%,-7%
CCCN(Cc1ccccc1)C(=S)Nc1ccc(OCC)cc1,5%,0%,-19,15%,5%,-17%[11.4 µM],?
O=C(c1ccccc1)N1CCCC(C(=O)N2CCN(c3ccccc3)CC2)C1 (stereo not drawn),16%,-14%,0,7%,3%,23%,1%
COc1cccc(NC(=O)Cn2c(=O)n(-c3ccc(Cl)cc3)c(=O)c3oc4ccccc4c32)c1,.,3%,18,.,.,.,-6%
O=C(Nc1ccccc1)OCCNC1CCCCC1,5%,0%,-12,-1%,.,.,.
O=c1cc(CSc2nnnn2-c2ccccc2)nc2sccn12,-1%,4%,-36,6%,1%,-17%[11.4 µM],-4%
COc1ccc(C2C(C#N)=C(N)OC3=C2C(=O)CC(C)(C)C3)c([N+](=O)[O-])c1OC (stereo not drawn),-10%,-8%,-21,5%,3%,-36%,-2%
O=C(COC(=O)Cc1ccc(F)cc1)Nc1cc(S(=O)(=O)N2CCOCC2)ccc1N1CCCC1,10%,-5%,?,11%,1%,37%,-10%
c1ccc(-n2ncc3c(NCCCN4CCOCC4)ncnc32)cc1,-5%,.,167,-16%,-4%,17%,-10%
CN1CCC(N(C)C(=O)c2ccc(Cl)c(S(=O)(=O)N(C)c3ccc(Cl)cc3)c2)CC1,7%,3%,-7,?,.,189%[activator],.
CCc1ccc(NC(=O)CCCn2nc(CC)n3c(cc4occc43)c2=O)cc1,7%,2%,-35,?,-4%,15%,-1%
CC(=O)n1cc([C@@H]2C=C(C(=O)N3CCN(Cc4ccccc4)CC3)O[C@H](OCc3ccc(CO)cc3)C2)c2ccccc21,-16%,2%,-74*,?,3%,141%[activator],-1%
CC1CCN(C(=O)CCNC(=O)c2ccccc2)CC1,16%,-9%,22,14%,-1%,-8%,0%
CC12CC3CC(C)(C1)CC(C(=O)NCc1ccco1)(C3)C2,6%,?,-38,9%,10%,-19%,0%
COc1ccc(NC(=O)C2(C)CCN2C(=O)CC2CCCC2)cc1OC (stereo not drawn),-3%,-3%,9,.,.,.,.

# An excerpt of these results, with bars between the fields:
molecule | AMA1-RON2 inh | TbPYK inhibitor | HCMV antiviral | HCV inhibitor | LmPK inh | AmpC inh no detg | AmpC inh detg
Cc1cc(C)cc(-n2c(SCC(=O)N3CCOCC3)nc3c([nH]c4ccccc43)c2=O)c1 | . | 9% | 15 | . | . | . | 8%
CC(=O)Nc1ccc(S(=O)(=O)n2cnc3cc(C)c(C)cc32)cc1 | -2% | 5% | 20 | ? | 6% | -14% | 6%
COc1ccc(C2C(C#N)=C(N)OC3=C2C(=O)CC(C)(C)C3)c([N+](=O)[O-])c1OC (stereo not drawn) | -10% | -8% | -21 | 5% | 3% | -36% | -2%

# The list continues.
SMILES,AMA1-RON2 inh,TbPYK inhibitor,HCMV antiviral,HCV inhibitor,LmPK inh,AmpC inh no detg,AmpC inh detg
Cc1cc(C)c(C(O)c2ncc(-c3cccc4ccccc34)[nH]2)c(C)c1 (stereo not drawn),37%[activator],1%,12,.,.,.,.
COCCCN(C(=O)c1ccccc1)c1nc(-c2ccc(OC)cc2)cs1,0%,-1%,-21,13µM*,-2%,-15%,-11%
O=C(NCc1nnnn1-c1cccc(F)c1)c1ccc(S(=O)(=O)N2CCOCC2)cc1,-8%,-8%,-24,15%,.,?,?
COC(=O)c1cc2oc(C)cc2n1CC(=O)Nc1ccc(C(C)C)cc1,.,-10%,-15,.,.,.,4%
N#Cc1sc2nc(C3CC3)cc(-c3ccccc3)c2c1N,83%[activator],-2%,?,?,-1%,-25%,?
COc1ccccc1C(=O)Nc1nnc(S(=O)(=O)N2CCC(C)CC2)s1,-4%,-9%,26,8%,6%,30%,-9%
CCCCN(CC)CCCNC(=O)c1cn(CC(C)C)c(=O)c2c1c1ccccc1n2C,-4%,-5%&3%,-11&-34,?,3%,83%[activator],7%&19%
CC(C)(C)/C(COc1ccccc1[N+](=O)[O-])=N/O,0%,3%,-26,11%,1%,-14%[2.29 µM],-1%
O=C(CCNC(=O)c1ccc(Br)o1)NC1CCCC1,-2%,-1%,1,?,1%,-19%,-14%
Cc1ccc(O)c(-c2cc(C(=O)Nc3ccc(S(=O)(=O)Nc4nc(C)cc(C)n4)cc3)[nH]n2)c1,52%[activator],1%,-5,3%,2%,-38%,?
CCc1nc2c(OCC3CCCCC3)cccn2c1N(C)C(=O)c1ccc(OC)cc1,-21%,-2%,6,.,.,.,.
CCOC(=O)C1(CC2CCCCO2)CCN(C(=O)Nc2ccccc2)CC1 (stereo not drawn),-10%,-18%,-37,6%,-8%,1%,-1%
COc1cc(/C=N/NS(=O)(=O)c2ccc(C)cc2)ccc1OCc1ccc(C(=O)O)cc1,-11%,-11%,2,13%,-1%,-41%,-1%
CCCn1cc(SCC(N)=O)c2ccccc21,-3%,2%,18,-9%,4%,-8%,5%
CNS(=O)(=O)c1cn(CC(=O)Nc2ccc(C)c(N(C)C)c2)cc1S(=O)(=O)NC,.,6%[15.4 µM],?,.,.,.,25%
COc1ccc(OC)c(CCNC(=O)c2cc3c(-c4ccccc4F)nn(C)c3s2)c1,.,-9%,-90*,.,.,.,11%
CC(NC(=O)C(Cc1ccccc1)NC(=O)c1ccccc1)C(=O)O (stereo not drawn),-5%,-18%,6,22%,-3%,-11%,-14%
O=C(NCCOc1ccc(Cl)cc1)c1ccc2ccccc2n1,27%,-3%,52,5%,4%,12%,8%
COc1ccccc1N1CCN(S(=O)(=O)c2c(C)sc3ncn(CC(=O)Nc4ccc(C(C)C)cc4)c(=O)c23)CC1,.,-1%,19,.,.,.,-7%
CCOC(=O)c1cc(-c2ccccc2)n(CCC(=O)Nc2ccccc2CC)c1C,.,0%,31,.,.,.,-1%
CCOC(=O)N1CCC(Nc2c([N+](=O)[O-])cc(C(=O)O)cc2[N+](=O)[O-])CC1,-9%,-10%,21,27%,7%,-16%,-7%
O=C(c1ccccc1)N1CCN(S(=O)(=O)N2CCCCC2)CC1,0%,-4%,-6,-15%,-4%,-7%,-2%
Cc1cc(C(=O)OCC(=O)Nc2ccccc2F)c(C)n1C1CC1,11%,-6%,19,2%,.,-22%,?
CCOC(=O)c1c(C)[nH]c(C)c1S(=O)(=O)N(C)CC(=O)NCc1ccc(F)cc1,-7%,0%,9,14%,-5%,12%,?
Cc1ccc(-c2nc(CS(=O)CC(=O)NCc3ccccc3)c(C)o2)cc1 (stereo not drawn),1%,-7%,21,-11%,1%,52%,?
# (next part)
SMILES,AMA1-RON2 inh,TbPYK inhibitor,HCMV antiviral,HCV inhibitor,LmPK inh,AmpC inh no detg,AmpC inh detg
CCOC(=O)[C@@H]1[C@H]2COc3ccccc3[C@H]2N2C(=O)N(c3ccc(OC)cc3)C(=O)[C@]12C,3%,1%,-26,14%,-1%,52%,-11%
CCCNc1c(NS(=O)(=O)c2cccc(C#N)c2)c(=O)oc2ccccc12,5%,-3%,-16,-5%,-3%,-22%,-5%
Nn1c(SCC(=O)Nc2ccccc2Br)nnc1-c1ccco1,4%,1%,19,3%,5%,-5%,0%
COc1c(O)ccc2cnn(-c3ccccc3C)c(=O)c12,22%,-10%,-27,-7%,5%,-2%,?
COc1ccc(CCNC(=O)CCn2c(=O)c3cccn3c3ccc(F)cc32)c(OC)c1OC,-4%,1%&-2%,-14&-7,?,-12%,59%,0%&18%
COc1ccc(N2CCN(C(=O)c3[nH]c4ccc(OC)cc4c3C)CC2)cc1,-27%,-11%,19,15%,1%,16%,?
NS(=O)(=O)c1ccc(F)c(C(=O)O)c1,-3%,-6%,0,11%,-2%,-11%,1%
COC(=O)C1CN(C(=O)c2cccc(OC(F)F)c2)c2ccccc2O1 (stereo not drawn),9%,1%,73,1%,9%,7%,6%
CCCCCCS(=O)[C@H]1CS(=O)(=O)C[C@@H]1S(=O)CCCCCC (stereo partly drawn),0%,-8%,7,-22%,6%,4%,0%
COc1ccc(-c2nc3sc(CCNC(=O)C(=O)Nc4ccc(C)c(C)c4)c(C)n3n2)cc1,.,4%,-5,.,.,.,-3%
CC(C)CCNc1nc2c(cc1C#N)COC(C)(C)C2,0%,-1%,12,-30%,2%,14%,-4%
O=C(CC1C(=O)N(c2ccc(F)cc2)C(=O)N1Cc1ccccn1)Nc1ccccc1 (stereo not drawn),-3%,-3%,-24,5%,2%,21%,2%
Cn1c(CC(=O)NNC(=O)c2cccnc2)nc2ccccc21,62%[activator],2%,3,-7%,.,-10%,-9%
COc1ccc(CC(=O)N2CCN(C)CC2)cc1OC,0%,1%,14,7%,2%,-15%,3%
C1CCC(Nc2nnnn2C2CCCCC2)CC1,1%,2%,-12,0%,1%,-15%,-11%
CCCC(C)C(=O)Nc1ccc(S(=O)(=O)N2CCCC2)cc1 (stereo not drawn),-7%,-2%,-3,17%,-1%,-11%,-5%

# Assay outcomes (PubChem BioAssay)
